ELG1 genotox – induces genotoxicity in HEK293T cells with luciferase-tagged ELG1; HEK293T ELG1-luciferase reporter, luminescence, 16 h; Potency, µM (top dose mostly 46 µM), for inactives: top-dose activity change, positive = activation, actives largely listed as activators; 330,000 tested, 1.3% active; AID 504466; also: potency is read from the fitted curve at half-maximal effect; % of control where 0% means no effect; nearly all actives have a fitted effect of over 60% in size
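ELG1-luciferase HEK293T cells, 2,000/well; compound pinned in; 16 hr, 37 °C, 5% CO2; ONE-Glo, 30 min RT; luminescence on CCD imager.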
TSG101-PTAP inh – blocks PTAP/TSG101 interaction to inhibit HIV-1 budding; Potency, µM (highest dose often 115 µM), without a hit: at the highest dose activity change, negative = inhibition, actives largely listed as inhibitors; Q99816; 340,000 tested, under 10 active; AID 493005; Fluorescence polarization, FITC-PTAP peptide / Tsg101 binding; active = well fitted inhibition curve with a large enough effect in the main read-out, with a control signal flat, not every such curve was filed as active; inconclusive = small, poorly fitted or top-dose-only effect, or effect the other way, or a change in a side signal; inactive = no such curve, though single readings can be large or run the other way; also: potency is read from the fitted curve at half-maximal effect; % of control where 0% means no effect
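FP read-out: FITC-PTAP peptide, 50 nM final, binding Tsg101 binding domain, 10 uM final; 20 min, r.t.; 10 mM HEPES pH 7.5, 0.15 M NaCl, 0.01% Tween 20, 3 mM EDTA, 0.1 mM TCEP.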
B2AR arrestin – recruits beta-arrestin to the human beta2-adrenergic receptor. beta-arrestin recruitment to beta2AR, cell-based reporter. Potency, µM (top dose mostly 46.1 µM), inactives show at the top dose activation, usual class: activators. 330,000 tested, 0.02% active. AID 492947;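 also: potency is read from the fitted curve at half-maximal effect; 0% = DMSO controls and full agonism = EC100 isoproterenol or metaproterenol; nearly all actives have a fitted effect of over 65% in size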
Target sequence (P07550 whole entry, looked up): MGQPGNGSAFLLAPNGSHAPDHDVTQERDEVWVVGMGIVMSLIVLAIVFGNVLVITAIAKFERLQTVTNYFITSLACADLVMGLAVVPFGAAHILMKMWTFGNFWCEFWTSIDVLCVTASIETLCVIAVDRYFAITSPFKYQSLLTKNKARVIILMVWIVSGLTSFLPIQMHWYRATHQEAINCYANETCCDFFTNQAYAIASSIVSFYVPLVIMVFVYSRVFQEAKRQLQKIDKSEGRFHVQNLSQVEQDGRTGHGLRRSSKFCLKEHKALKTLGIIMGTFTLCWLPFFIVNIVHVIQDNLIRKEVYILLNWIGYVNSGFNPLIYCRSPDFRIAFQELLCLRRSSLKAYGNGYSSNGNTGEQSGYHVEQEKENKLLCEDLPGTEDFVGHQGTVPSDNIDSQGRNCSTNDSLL
USP2a block – blocks human ubiquitin-specific protease USP2a. O75604. USP2 core, Ub-CHOP2 coupled fluorogenic reporter, 485/531. Potency, µM (titrated, usually from 38.3 µM), for inactives: at the top dose activity change, negative = inhibition, usual class: inhibitors. 330,000 tested, 0.01% active;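 also: potency is read from the fitted curve at half-maximal effect; plate controls were DMSO wells for no effect and full inhibition by NEM control for full effect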
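Cell-free coupled assay: 10nM USP2 core preincubated 30min RT with compound in Tris-HCl pH 8.0/CaCl2/CHAPS buffer, then 25nM Ub-CHOP2 and 25nM reporter substrate; fluorescence (Ex 485/Em 531) read after 60min RT, normalized to NEM inhibition, concentration-response curves fitted.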
S-ASM inh – inhibitors of human secretory acid sphingomyelinase; 340,000 tested, 0.006% active; placental ASM, HMU-PC fluorogenic substrate, 60 min; Potency, µM (series often up to 57.5 µM), inactives show at the highest dose activity change, negative = inhibition, actives largely listed as inhibitors; AID 504937; P17405; also: potency is read from the fitted curve at half-maximal effect
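Human placenta-derived ASM preincubated with compound 10 min at room temperature, then reacted with 9 uM (final) fluorogenic HMU-PC substrate for 60 min at 37 C. Stop solution raises pH to 10; fluorescence read at Ex 386/Em 447 nm.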
p53 reactivator – mutant p53 re-activation in reporter cells; Potency, µM (series often up to 92.2 µM), without a hit: at the top dose activity change, positive = activation, actives largely listed as activators; H1299 p53-A138V BP100-luciferase reporter, luminescence, 24 h; 320,000 tested, 0.063% active; also: potency is read from the fitted curve at half-maximal effect; % of control where 0% means no effect; nearly all actives have a fitted effect of over 45% in size
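p53-null H1299 cells stably carrying temperature-sensitive p53-A138V and a BP100-luciferase reporter were pinned with compounds (4-point, 1:5 series) and held 24 hrs at 37 deg C. Luminescence was read 10 min after detection reagent.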
Integrin act MD – integrin-mediated muscular dystrophy alleviation activation. alpha7betagal myoblasts, beta-gal FDG fluorescence, 48 h. Potency, µM (titrated, usually from 38.3 µM), without a hit: at the highest dose activation, most hits filed as activators. 350,000 tested, 0.064% active;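 also: potency is read from the fitted curve at half-maximal effect; 100% = response of the positive control SU9516; nearly all actives have a fitted effect of over 60% in size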
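alpha7betagal+/- myoblasts (passage 13, 250/well) treated 48 h at 37C with compounds at 1:260 dilution of DMSO stock. Lysed, then beta-galactosidase activity read as FDG fluorescence (ex 480/em 540) after 30 min, with pre-read for autofluorescence.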
BRCA1 expr up – increases BRCA1 expression. MCF7-BRCA1-FFLuc reporter, luminescence, 48 h; response scale: scaled: vehicle 0%, 10 µM genistein 100%. Potency, µM (titrated, usually from 46.1 µM), inactives show top-dose activation, most hits filed as activators. 380,000 tested, 1.1% active. AID 624202; also: potency is read from the fitted curve at half-maximal effect; nearly all actives have a fitted effect of over 80% in size; some results filed as inactive show a strong effect at the top dose
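First, MCF7-BRCA1-FFLuc cells (2000/well) attach for 2 h; next, compounds are pin-added and incubated 48 h at 37 °C; finally, luciferase reagent is added and luminescence read after 15 min.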
uPA generation – cell surface uPA generation inhibition. cell surface uPA generation assay, qHTS. Potency, µM (highest dose often 38.3 µM), for the others: at the top dose activity change, negative = inhibition, most hits filed as inhibitors. 330,000 tested, 0.31% active. AID 540303; active = well fitted inhibition curve with a large enough effect; inconclusive = small, poorly fitted or top-dose-only effect; inactive = no such curve, though single readings can be large or run the other way; tested in mouse RAW 264.7 cells; also: potency is read from the fitted curve at half-maximal effect; % is scaled to controls: 0 for no effect and ±100 for the full control effect; nearly all actives have a fitted effect of over 55% in size
TRPV1 ag – activates the human vanilloid receptor TRPV1; 320,000 tested, 0.19% active; TRPV1-expressing cells, Fluo-8 calcium influx, agonist mode; AID 540275; Q8NER1; activation, % at 8.33 µM; in the data active = activation above about 80%; inconclusive = between about 30% and that limit; also: 0% is about no effect
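Fluo-8 calcium influx in TRPV1-expressing cells, kinetic read (ex 480/em 520 nm). Compound added and read 3 min for agonist activity, followed by capsaicin at EC20 final and 2 min further read for enhancement.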
Eya2 inh – blocks the phosphatase activity of human Eya2; O00167; recombinant Eya2, OMFP fluorescence dephosphorylation (OMFP is methylfluorescein phosphate); Potency, µM (highest dose often 76.9 µM), for inactives: top-dose activity, negative = inhibition, usual class: inhibitors; 330,000 tested, 0.006% active; AID 488837; also: potency is read from the fitted curve at half-maximal effect; % is scaled to controls: 0 for no effect and ±100 for the full control effect
Target sequence (O00167 whole entry, looked up): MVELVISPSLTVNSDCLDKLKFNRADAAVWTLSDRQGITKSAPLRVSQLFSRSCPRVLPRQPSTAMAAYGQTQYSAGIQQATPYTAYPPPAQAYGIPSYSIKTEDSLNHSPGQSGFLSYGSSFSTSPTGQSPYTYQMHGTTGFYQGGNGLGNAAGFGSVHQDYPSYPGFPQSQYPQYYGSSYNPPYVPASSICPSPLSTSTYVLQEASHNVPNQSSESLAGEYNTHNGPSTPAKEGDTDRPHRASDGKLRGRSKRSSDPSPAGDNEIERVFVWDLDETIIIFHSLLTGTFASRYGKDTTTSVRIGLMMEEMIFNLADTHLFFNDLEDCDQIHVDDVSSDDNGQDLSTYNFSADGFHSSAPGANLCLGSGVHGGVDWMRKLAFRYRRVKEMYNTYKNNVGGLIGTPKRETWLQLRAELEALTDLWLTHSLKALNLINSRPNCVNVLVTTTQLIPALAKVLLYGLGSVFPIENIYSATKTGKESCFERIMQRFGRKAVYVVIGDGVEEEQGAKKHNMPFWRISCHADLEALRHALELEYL
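Eya2 (0.2 uM) preincubated 10 min at ambient with compound, then OMFP substrate added at 50 uM; 10 min reaction in 50 mM HEPES pH 7.5, 50 mM NaCl, 5 uM MgCl2, 0.05% BSA, 1 mM DTT. Fluorescence read at Ex 485/Em 525 nm.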
Active calls of the source: *; ? = inconclusive; . = no result given; & = joins results of further samples; [ ] = remark or other dose. Unless noted, calls follow the shape of the dose curve; as a rule, active = well fitted curve in the direction sought with a large enough effect; inconclusive = small, poorly fitted or top-dose-only effect, or another doubt; inactive = no such curve, though single readings can be large; an effect the other way counts as inactive or inconclusive.

Preview (8 entries):
entry | SMILES | BRCA1 expr up | TRPV1 ag | p53 reactivator | ELG1 genotox | B2AR arrestin | TSG101-PTAP inh | uPA generation | USP2a block | Integrin act MD | Eya2 inh | S-ASM inh
1 | Cc1ccc(F)cc1S(=O)(=O)Nc1cccc(C(=O)N2CCCC(C(N)=O)C2)c1 (stereo not given) | -1% | -5 | -3% | -2% | -0.2% | -1% | 7% | 4% | -9% | -12% | 7%
2 | CCc1ccc(NC(=O)CCn2ccnc2C)cc1 | -10% | -6 | 1% | 2% | 0.0% | -4% | -4% | 0% | 4% | 20% | 1%
3 | CN1C(=O)c2ccc(C(=O)Nc3ccccc3O)cc2C1=O | -37% | 9 | . | 2% | -0.1% | -1% | -2% | 0% | -14% | 1% | 1%
4 | O=C(OCc1cnc(Cl)s1)c1ccc(Cl)cc1 | -1% | 15 | 0% | 0% | -0.3% | 0% | 3% | -6% | 2% | -8% | -2%
5 | Cc1ccc(C)c(N2CCN(C(=O)CCc3nc(-c4ccc(Br)cc4)no3)CC2)c1 | 24% | . | ? | 12% | 0.1% | -2% | 15% | 0% | 10% | 1% | -11%
6 | CCCCN(CCCC)/C(N)=N/c1nc(C)cc(C)n1 | -17% | 2 | -6% | -16% | -0.7% | -1% | -11% | -1% | -2% | 8% | -1%
7 | CC[C@]12c3[nH]c4ccc(OC)cc4c3CCN1C(=O)C(CC(=O)NCCCN(C)C)C[C@@H]2C(=O)N1CCN(C(=O)c2ccco2)CC1 (stereo not given in full) | 12% | . | 11% | -3% | -0.5% | -3% | 20% | 1% | 5% | 1% | -3%
8 | COc1ccc(OC)c(NC(=O)c2ccccc2N(Cc2ccccc2)S(C)(=O)=O)c1 | -18% | 17 | -4% | -5% | -1.0% | -5% | 24% | 8% | -35% | 0% | -3%

Results, from the first entry:
entry | SMILES | BRCA1 expr up | TRPV1 ag | p53 reactivator | ELG1 genotox | B2AR arrestin | TSG101-PTAP inh | uPA generation | USP2a block | Integrin act MD | Eya2 inh | S-ASM inh
1 | Cc1ccc(F)cc1S(=O)(=O)Nc1cccc(C(=O)N2CCCC(C(N)=O)C2)c1 (stereo not given) | -1% | -5 | -3% | -2% | -0.2% | -1% | 7% | 4% | -9% | -12% | 7%
2 | CCc1ccc(NC(=O)CCn2ccnc2C)cc1 | -10% | -6 | 1% | 2% | 0.0% | -4% | -4% | 0% | 4% | 20% | 1%
3 | CN1C(=O)c2ccc(C(=O)Nc3ccccc3O)cc2C1=O | -37% | 9 | . | 2% | -0.1% | -1% | -2% | 0% | -14% | 1% | 1%
4 | O=C(OCc1cnc(Cl)s1)c1ccc(Cl)cc1 | -1% | 15 | 0% | 0% | -0.3% | 0% | 3% | -6% | 2% | -8% | -2%
5 | Cc1ccc(C)c(N2CCN(C(=O)CCc3nc(-c4ccc(Br)cc4)no3)CC2)c1 | 24% | . | ? | 12% | 0.1% | -2% | 15% | 0% | 10% | 1% | -11%
6 | CCCCN(CCCC)/C(N)=N/c1nc(C)cc(C)n1 | -17% | 2 | -6% | -16% | -0.7% | -1% | -11% | -1% | -2% | 8% | -1%
7 | CC[C@]12c3[nH]c4ccc(OC)cc4c3CCN1C(=O)C(CC(=O)NCCCN(C)C)C[C@@H]2C(=O)N1CCN(C(=O)c2ccco2)CC1 (stereo not given in full) | 12% | . | 11% | -3% | -0.5% | -3% | 20% | 1% | 5% | 1% | -3%
8 | COc1ccc(OC)c(NC(=O)c2ccccc2N(Cc2ccccc2)S(C)(=O)=O)c1 | -18% | 17 | -4% | -5% | -1.0% | -5% | 24% | 8% | -35% | 0% | -3%
9 | Cc1cccc(Oc2nc(-c3ccccn3)nc3ccccc23)c1 | -9% | 25 | 7% | -13% | -0.5% | -6% | 1% | 3% | -22% | -4% | -1%
10 | Cc1c(C(=O)N2CCc3ccccc3C2)oc2ccc(S(=O)(=O)N3CC(C)CC(C)C3)cc12 (stereo not given) | -51% | 2 | 3% | -1% | -1.3% | -4% | 0% | -5% | -16% | 0% | -1%
11 | C/C(=N\NC(=O)c1ccc(F)cc1)c1ccccn1 | -53% | 2 | ? | 5.2µM* | 3.6% | -2% | ? | -4% | -14% | 8% | 3%
12 | O=C(c1ccco1)N1CCN(C(=O)c2ccccc2OCc2ccccc2)CC1 | -15% | . | -3% | 6% | -0.5% | 0% | -9% | 1% | 14% | -31% | 2%
13 | COc1ccc(NC(=O)COc2ccc(-c3nn(C)c(=O)c4ccccc34)cc2)cc1 | -11%&2% | 2 | -5% | 5% | -0.7% | -3% | 5% | 2% | -3% | -8% | 5%
14 | Cc1ccccc1NC(=O)c1c(O)c2cccc3c2n(c1=O)CCC3 | . | 0 | -3% | 0% | -0.7% | . | . | -1% | . | 12% | .
15 | COc1ccc(NC(=O)COC(=O)CC2Sc3ccccc3NC2=O)cc1 (stereo not given) | -13% | -3 | 12% | 9% | 0.2% | -2% | -2% | -1% | -22% | -29% | -3%
16 | COc1ccc(S(=O)(=O)NCC2CCC(C(=O)NCc3ccc(F)cc3)CC2)cc1 (stereo not given) | 3% | 2 | 0% | 9% | -0.4% | -5% | 8% | 1% | -11% | -4% | 2%
17 | O=C(NCCc1ccc(F)cc1)C1CCCCC1 | 64% | ? | 5% | 4% | -0.2% | -3% | 4% | -2% | 20% | 0% | 5%
18 | O=C(Nc1ccc(N2CCOCC2)cc1)c1cccc2c(Br)cccc12 | -49% | -2 | -4% | ? | -0.5% | -1% | 1% | -1% | -21% | 10% | -1%
19 | COc1ccc(CCNC(=O)c2nnn(CC(=O)Nc3ccccc3C)c2N)cc1OC | 10% | . | -2% | 1% | -0.1% | 0% | 6% | 1% | -24% | -11% | -1%
20 | O=C(Nc1ccc(O)c(-c2nc3ccccc3s2)c1)c1cccs1 | -36% | ? | -8% | 3% | -0.6% | -4% | 3% | 0% | 2% | -1% | .
21 | O=C(NCc1ccncc1)C(=O)Nc1nc(C23CC4CC(CC(C4)C2)C3)cs1 | -67% | ? | -1% | -13% | -0.4% | 1% | -3% | -1% | -9% | -9% | -2%
22 | COc1ccccc1NC(=O)CSc1nc(=O)n(CCN(C)C)c2c1CCCC2 | -26% | 1 | 0% | -1% | -0.5% | -1% | -1% | -1% | -23% | -1% | .
23 | CC(C)(C)N(Cc1ccccc1)C(=O)c1cc2ccccc2o1 | -3% | 28 | . | -11% | 0.4% | -4% | -24% | -1% | 1% | -1% | -5%
24 | OC(CN1CCNCC1)Cn1ccc2ccccc21 (stereo not given) | . | -5 | . | 1% | -0.4% | . | . | 0% | . | -1% | .
25 | FC(F)(F)c1ccccc1NC(=S)N/N=C1\CC2CC=CC12 (stereo not given) | -5% | 4 | 6% | -1% | 9.2% | 1% | 0% | -3% | 14% | -8% | -5%
26 | CCC(=O)c1c[nH]c(C(=O)NCc2cccnc2)c1 | -9% | -2 | 2% | 6% | 0.2% | -4% | -5% | 1% | ? | -6% | 4%
27 | C/C(N)=C(/C#N)C(=O)CSc1nnc(-c2ccc(OC(F)F)cc2)o1 | ? | 7 | ? | 5.8µM* | 0.4% | -4%&-5% | 5%&-7% | -4% | ? | -5% | -4%&-3%
28 | Nn1c(SCC(=O)Nc2ccc(S(=O)(=O)N3CCCC3)cc2)nnc1C(F)(F)F | 0% | 7 | 0% | -5% | -0.2% | -4% | 0% | 0% | 40% | -20% | 4%
29 | CCCOc1ccc(OCC(=O)c2[nH]c(C)c(C(C)=O)c2C)cc1 | -58% | 5 | 6% | -8% | -0.8% | -1% | . | 0% | 3%[7.66 µM] | 2% | -9%
30 | CCc1ccccc1Nc1nc(N)nc(COC(=O)C2=COCCO2)n1 | 33% | -3 | 11% | 1% | -0.2% | 0% | -5% | -6% | ? | 4% | 8%
31 | COc1ccc(Cl)cc1S(=O)(=O)Nc1cccc(C(=O)O)c1 | 5% | 1 | 4% | -1% | -0.2% | -6% | . | ? | 19% | 12% | 9%
32 | CCCc1cc(C(=O)OC)c(NC(=O)CCCC(=O)O)s1 | -20% | 1 | -3% | 0% | 0.0% | -3% | -2% | 3% | -20% | 8% | 8%
33 | COC(=O)c1ccc(NCc2c(O)ccc(O)c2Br)cc1Cl | -17% | . | . | . | . | 1% | 10% | . | -48%[inhibitor] | . | -21%
34 | COc1ccccc1NC(=O)CCS(=O)(=O)c1cc2c(cc1Cl)NC(=O)CO2 | 3% | 0 | -3% | 0% | -0.8% | -3% | -1% | 2% | ? | 12% | 3%
35 | Cc1cc(NC(=O)Cn2c(=O)oc3ccccc32)no1 | 2% | 0 | 15% | 1% | -0.4% | -2% | -22% | 2% | ? | -7% | -2%
